L3MBTL1 block – inhibitors of human L3MBTL1; Potency, µM (series often up to 57.1 µM), without a hit: at the top dose activity, negative = inhibition, actives largely listed as inhibitors; 0.66% of 230,000 active; AID 485360; Q9Y468; AlphaScreen L3MBTL1–H3K9me1 peptide binding; active means well fitted inhibition curve with a large enough effect; inconclusive means small, poorly fitted or top-dose-only effect; inactive means no such curve, though single readings can be large or run the other way; further: nearly all actives have a fitted effect of over 60% in size
Target sequence (Q9Y468 whole entry, looked up): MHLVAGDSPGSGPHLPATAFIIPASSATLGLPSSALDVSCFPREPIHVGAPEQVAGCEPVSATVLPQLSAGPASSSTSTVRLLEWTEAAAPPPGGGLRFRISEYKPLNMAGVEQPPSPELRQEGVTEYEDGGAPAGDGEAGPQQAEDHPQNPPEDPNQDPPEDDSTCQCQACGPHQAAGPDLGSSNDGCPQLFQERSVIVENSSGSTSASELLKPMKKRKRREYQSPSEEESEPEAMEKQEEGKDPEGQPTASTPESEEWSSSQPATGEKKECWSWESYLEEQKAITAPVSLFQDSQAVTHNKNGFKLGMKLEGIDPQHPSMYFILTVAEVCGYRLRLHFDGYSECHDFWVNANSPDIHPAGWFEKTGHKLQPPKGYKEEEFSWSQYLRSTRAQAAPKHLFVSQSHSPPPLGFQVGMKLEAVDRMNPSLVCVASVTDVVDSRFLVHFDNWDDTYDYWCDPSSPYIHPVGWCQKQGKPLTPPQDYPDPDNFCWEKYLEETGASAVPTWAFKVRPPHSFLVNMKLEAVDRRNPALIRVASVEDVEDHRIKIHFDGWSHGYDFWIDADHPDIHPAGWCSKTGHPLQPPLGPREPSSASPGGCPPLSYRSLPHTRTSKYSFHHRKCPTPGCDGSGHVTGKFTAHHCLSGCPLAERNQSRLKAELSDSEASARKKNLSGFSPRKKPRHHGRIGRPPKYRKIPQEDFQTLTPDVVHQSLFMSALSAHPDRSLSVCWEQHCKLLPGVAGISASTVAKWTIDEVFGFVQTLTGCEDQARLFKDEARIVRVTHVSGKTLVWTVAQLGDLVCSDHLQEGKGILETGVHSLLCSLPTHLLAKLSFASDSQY
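Read-out is AlphaScreen signal from streptavidin donor and nickel chelate acceptor beads (10 ug/mL final each) bridging L3MBTL1 (50 nM) and biotinylated K9-monomethylated H3(1-15) peptide (75 nM), after 30 min compound exposure at room temperature.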
An asterisk follows results filed as active; ? = inconclusive; [ ] = dose if it differs, or a comment. On the % scale 0 is the no-effect control and ±100 the full control effect; potency means the concentration at half of the fitted maximal effect. Only part of the results is shown; the hit share may differ from the screen's.

L3MBTL1 block | molecule
-9% | O=C(CN1C(=O)NC2(CCCCC2)C1=O)Oc1ccc2c(C(F)(F)F)cc(=O)oc2c1
2% | O=C(NCc1ccc(Cl)cc1)C1CCCN(C(=O)c2ccc(Cl)cc2)C1 (stereo not drawn)
-7%[2.29 µM] | CC(C)CNC(=O)c1ccc2c(c1)C(=O)N(Cc1ccco1)C2=O
-5% | Cc1nc2cc(C(F)(F)F)ccc2n1CCNc1nc(-c2cc(Cl)c(N)c(Cl)c2)cs1
-5% | COc1ccc(COC(=O)c2sc3nc4n(c(=O)c3c2C)CCC4)cc1
5% | CCOc1ccccc1CNc1nc2ccccc2n1C
12% | COc1ccc(-n2c(C)nnc2SCC(=O)N2CCOCC2)cc1
-1% | CCCC(=O)Nc1ccc(S(=O)(=O)Nc2cc(OC)nc(OC)n2)cc1
0% | Cc1ccc(S(=O)(=O)N2[C@@H](c3ccc(Cl)cc3)C(C(=O)O)=CC[C@H]2c2cccs2)cc1
-22% | COc1cc(CN2CCc3ccccc3C2)cc([N+](=O)[O-])c1O
-2% | O=C(N/N=C/c1ccc(C(F)(F)F)cc1)c1ccncc1
9% | Cn1ccsc1=NC(=O)c1cc(S(=O)(=O)N2CCOCC2)ccc1Cl
-1% | C[C@H]1CN(S(=O)(=O)c2c(F)cccc2F)CCN1S(=O)(=O)c1ccc2c(c1)OCCO2
-1% | O=C(CSc1nc(-c2ccccc2)cs1)NCCCN1CCCC1=O
? | COc1ccc(Nc2nc(NN)nc(Nc3ccc(OC)cc3)n2)cc1
0% | CC(=O)Nc1ccc(NC(=O)c2ccc(COc3ccc(C)cc3)o2)cc1
2% | O=C(NCC(=O)N1CCCC(C(F)(F)F)C1)c1ccccc1F (stereo not drawn)
1% | CCOc1ccc(S(=O)(=O)Nc2ccc(C(=O)NCc3ccncc3)cc2)cc1
-5% | COc1ccc(/C=C2\SC(=S)N(CCC(=O)Nc3cccc(C(=O)O)c3)C2=O)cc1
-9% | C[C@H](NC(=O)c1nc[nH]c1C(=O)N[C@@H](Cc1ccccc1)C(=O)OCc1ccccc1)C(=O)OC(C)(C)C
-6% | Cc1ccc(Nc2nc(-c3sc(C)nc3C)cs2)cc1
1%[2.29 µM] | COc1ccccc1N1CCN(C(=S)Nc2ccccc2)CC1
2% | O=C(Cn1c(=O)cnc2ccccc21)NC1CCC(O)CC1 (stereo not drawn)
1% | O=C(NC1=NCCS1)C1CCN(S(=O)(=O)c2ccc(Cl)cc2)CC1
2% | CCc1noc(C)c1C(=O)OC(C)C(=O)Nc1ccc2c(c1)OCO2 (stereo not drawn)
6% | CCN(C[C@H]1N[C@@](CC)(C(=O)OC)[C@H]2C(=O)N(Cc3ccccc3)C(=O)[C@@H]12)C(=O)COC
26% | Fc1ccccc1-c1cc2ccccc2cn1
-3% | Cc1cc([N+](=O)[O-])ccc1NCc1ccc2c(c1)OCCO2
6% | Cn1c(CCC(N)=O)nnc1SCC(=O)Nc1ccccc1C(=O)NC1CC1
-2% | CCN(CC(=O)NCc1cccs1)C(=O)C1CC(=O)N(c2ccc(OC)cc2OC)C1 (stereo not drawn)

Given as labelled records: part of the list above.
CCc1noc(C)c1C(=O)OC(C)C(=O)Nc1ccc2c(c1)OCO2 (stereo not drawn)
  L3MBTL1 block: 2%
CCN(C[C@H]1N[C@@](CC)(C(=O)OC)[C@H]2C(=O)N(Cc3ccccc3)C(=O)[C@@H]12)C(=O)COC
  L3MBTL1 block: 6%

(listing goes on)
L3MBTL1 block | molecule
-21% | O=[N+]([O-])c1ccc(-c2c(-c3ccccc3)ncc3cc(F)ccc23)cc1
0% | COc1ccc(C=NNC(=O)c2cc(C)oc2C)cc1O
-1% | COc1cc(C2N(Cc3ccccc3)CCN2Cc2ccccc2)ccc1OC(C)=O
4% | C=CCN1C(=O)c2ccc(C(=O)OCC(=O)N(CC)C3CCS(=O)(=O)C3)cc2C1=O (stereo not drawn)
-3% | COc1ccccc1NC(=O)C1CCN(S(=O)(=O)c2cccs2)CC1
-5% | COc1ccc2c(c1)c(C(=O)O)c(C)n2CCc1ccc(OC)c(OC)c1
0% | O=C(O)c1ccc(-c2nnc(-c3ccc([N+](=O)[O-])cc3)o2)cc1
11% | O=C(CN1C(=O)NC(CCc2ccccc2)C1=O)N1CCCCCC1 (stereo not drawn)
-6% | C#CCOCCOCCOCCNc1nc(N2CCN(C(=O)[C@H](CC(N)=O)n3cc(C(N)[C@@H](C)CC)nn3)CC2)nc(N2CCN(C(=O)[C@H](CCCCN)n3cc([C@@H](N)CC(N)=O)nn3)CC2)n1 (stereo partly drawn)
-2% | CSCCC(C(=O)N(C)CC(=O)Nc1cccc(F)c1)N1C(=O)c2ccccc2C1=O (stereo not drawn)
9% | Cc1ccc(C)c(S(=O)(=O)N2CCCC2CNC(=O)C(=O)NCc2ccccc2)c1 (stereo not drawn)
1% | CCCCn1c(N)c(N(C)C(=O)c2cccc(-n3cnnn3)c2)c(=O)[nH]c1=O
0% | O=C(CN1C(=O)NC2(CCCC2)C1=O)NC(c1ccccc1)c1ccccc1
-8% | CC1CCc2c(sc3ncnc(SC(C)C(=O)NCC4CCCO4)c23)C1 (stereo not drawn)
-5% | O=c1cc(-c2ccc(C(F)(F)F)cc2)oc2ccccc12
3% | COc1ccc(Cl)cc1NC(=O)CCN1C(=O)NC(C)(C)C1=O
6% | CC[C@@]1(C(=O)OC)N[C@H](CN(C)C(=O)c2ccccc2)[C@@H]2C(=O)N(Cc3ccccc3)C(=O)[C@@H]21
4% | Cc1nc2ccc([N+](=O)[O-])cc2c(=O)n1Cc1ccc(Cl)cc1
-11% | COc1ccc(C(CNC(=O)CNC(=O)c2ccccc2)N2CCCC2)cc1 (stereo not drawn)
-3% | CC(Sc1nc2ncc(Cl)cc2[nH]1)C(=O)Nc1ccc(C(N)=O)cc1 (stereo not drawn)
1% | CCOC(=O)C1CCCN(C(=O)c2sc3nc4n(c(=O)c3c2C)CCC4)C1 (stereo not drawn)
-9% | Cc1ccc(S(=O)(=O)N2CCCCC2)cc1NC(=O)COC(=O)c1cccn1C
-7% | Cc1ccc2c(c1)[C@H]1[C@H](CO2)[C@H](c2ccccc2)[C@]2(C)C(=O)Nc3ccc(Br)cc3C(=O)N12
2% | O=C(/C=C/c1ccc(S(=O)(=O)N2CCOCC2)cc1)NC(CO)C(O)c1ccc([N+](=O)[O-])cc1 (stereo not drawn)
-3% | COc1ccccc1CNC(=O)c1ccc(Cl)c(NC2=NC3CS(=O)(=O)CC3S2)c1 (stereo not drawn)
5% | COc1ccc(C2=NN(C(=O)CSc3nc(=O)n4cc(C)ccc4n3)C(c3ccc(C)cc3)C2)cc1 (stereo not drawn)
4% | CCC(=O)c1cn(CC(=O)Nc2ccccc2F)c2ccccc12
? | CCc1sc(C(=O)Nc2nc(-c3ccccn3)cs2)cc1C
-1% | COc1cccc(CN2CCN(CCCc3ccccc3)C(CCO)C2)c1OC (stereo not drawn)
-9% | O=C(Nc1nc2ccc(F)cc2s1)C1=COCCO1

In another format: results already given
SMILES,L3MBTL1 block
COc1cc(C2N(Cc3ccccc3)CCN2Cc2ccccc2)ccc1OC(C)=O,-1%
C=CCN1C(=O)c2ccc(C(=O)OCC(=O)N(CC)C3CCS(=O)(=O)C3)cc2C1=O (stereo not drawn),4%
COc1ccccc1NC(=O)C1CCN(S(=O)(=O)c2cccs2)CC1,-3%
COc1ccc2c(c1)c(C(=O)O)c(C)n2CCc1ccc(OC)c(OC)c1,-5%
O=C(O)c1ccc(-c2nnc(-c3ccc([N+](=O)[O-])cc3)o2)cc1,0%
O=C(CN1C(=O)NC(CCc2ccccc2)C1=O)N1CCCCCC1 (stereo not drawn),11%
C#CCOCCOCCOCCNc1nc(N2CCN(C(=O)[C@H](CC(N)=O)n3cc(C(N)[C@@H](C)CC)nn3)CC2)nc(N2CCN(C(=O)[C@H](CCCCN)n3cc([C@@H](N)CC(N)=O)nn3)CC2)n1 (stereo partly drawn),-6%
CSCCC(C(=O)N(C)CC(=O)Nc1cccc(F)c1)N1C(=O)c2ccccc2C1=O (stereo not drawn),-2%
Cc1ccc(C)c(S(=O)(=O)N2CCCC2CNC(=O)C(=O)NCc2ccccc2)c1 (stereo not drawn),9%
CCCCn1c(N)c(N(C)C(=O)c2cccc(-n3cnnn3)c2)c(=O)[nH]c1=O,1%
O=C(CN1C(=O)NC2(CCCC2)C1=O)NC(c1ccccc1)c1ccccc1,0%
CC1CCc2c(sc3ncnc(SC(C)C(=O)NCC4CCCO4)c23)C1 (stereo not drawn),-8%
O=c1cc(-c2ccc(C(F)(F)F)cc2)oc2ccccc12,-5%
COc1ccc(Cl)cc1NC(=O)CCN1C(=O)NC(C)(C)C1=O,3%
CC[C@@]1(C(=O)OC)N[C@H](CN(C)C(=O)c2ccccc2)[C@@H]2C(=O)N(Cc3ccccc3)C(=O)[C@@H]21,6%
Cc1nc2ccc([N+](=O)[O-])cc2c(=O)n1Cc1ccc(Cl)cc1,4%
COc1ccc(C(CNC(=O)CNC(=O)c2ccccc2)N2CCCC2)cc1 (stereo not drawn),-11%
CC(Sc1nc2ncc(Cl)cc2[nH]1)C(=O)Nc1ccc(C(N)=O)cc1 (stereo not drawn),-3%
CCOC(=O)C1CCCN(C(=O)c2sc3nc4n(c(=O)c3c2C)CCC4)C1 (stereo not drawn),1%
Cc1ccc(S(=O)(=O)N2CCCCC2)cc1NC(=O)COC(=O)c1cccn1C,-9%
Cc1ccc2c(c1)[C@H]1[C@H](CO2)[C@H](c2ccccc2)[C@]2(C)C(=O)Nc3ccc(Br)cc3C(=O)N12,-7%
O=C(/C=C/c1ccc(S(=O)(=O)N2CCOCC2)cc1)NC(CO)C(O)c1ccc([N+](=O)[O-])cc1 (stereo not drawn),2%
COc1ccccc1CNC(=O)c1ccc(Cl)c(NC2=NC3CS(=O)(=O)CC3S2)c1 (stereo not drawn),-3%

New compounds follow.
L3MBTL1 block | molecule
-5% | CC(NC(=O)[C@H](Cc1c[nH]c2ccccc12)NC(=O)[C@@H]1Cc2ccccc2CN1)c1ccccc1 (stereo partly drawn)
-8% | CCCCn1c(N)c(N(CCOC)C(=O)Cn2c(=O)oc3ccccc32)c(=O)[nH]c1=O
6% | CC(C)(C)c1ccc(C(=O)NCC(=O)OCC(=O)N2CCCC2)cc1
-1% | CC(=O)N1c2ccc(S(=O)(=O)N3CCC(C(=O)NC4CCCC(C)C4C)CC3)cc2CC1C (stereo not drawn)
-4% | O=C(Nc1ccccc1O)c1ccc([N+](=O)[O-])cc1
4% | CC(C)(C)OC(=O)NCCCCCNC(=O)c1nc[nH]c1C(=O)NCCCCCNC(=O)OC(C)(C)C
7% | Cn1c(NC(=O)c2ccccc2)nc2ccccc21
14% | C[C@H]1CN=C(Nc2ccccc2)N1CCCC1CCCCC1
3% | CC1(C2CC2)NC(=O)N(CC(=O)Nc2ccc(F)cc2F)C1=O (stereo not drawn)
-1% | Cc1ccc(CSc2ccc(S(=O)(=O)N3CCOCC3)cn2)cc1
-4% | CCOc1ccc(NC(=O)CN(C)C(=O)CCSc2ccc(F)cc2)cc1OCC
1% | CN1C(C)(C)c2ccccc2OS1(=O)=O

Screens as filed in PubChem BioAssay.
